pCIP destab: compounds decreasing mouse p/CIP protein stability; Q05BA5; F442A p/CIP-EGFP cells, EGFP fluorescence, 16 h; decrease of EGFP signal, % at 10 µM; actives 0.01% (n = 290,000);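 active means EGFP signal decrease of at least 30% at 10 µM or well 3 SD below plate mean, unless failing retest; inactive means the rest, including hits failing retest or dose response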; further: some compounds called inactive have numbers as strong as hits; many of its hits are not listed in these tables
Target sequence (Q05BA5 1-1403): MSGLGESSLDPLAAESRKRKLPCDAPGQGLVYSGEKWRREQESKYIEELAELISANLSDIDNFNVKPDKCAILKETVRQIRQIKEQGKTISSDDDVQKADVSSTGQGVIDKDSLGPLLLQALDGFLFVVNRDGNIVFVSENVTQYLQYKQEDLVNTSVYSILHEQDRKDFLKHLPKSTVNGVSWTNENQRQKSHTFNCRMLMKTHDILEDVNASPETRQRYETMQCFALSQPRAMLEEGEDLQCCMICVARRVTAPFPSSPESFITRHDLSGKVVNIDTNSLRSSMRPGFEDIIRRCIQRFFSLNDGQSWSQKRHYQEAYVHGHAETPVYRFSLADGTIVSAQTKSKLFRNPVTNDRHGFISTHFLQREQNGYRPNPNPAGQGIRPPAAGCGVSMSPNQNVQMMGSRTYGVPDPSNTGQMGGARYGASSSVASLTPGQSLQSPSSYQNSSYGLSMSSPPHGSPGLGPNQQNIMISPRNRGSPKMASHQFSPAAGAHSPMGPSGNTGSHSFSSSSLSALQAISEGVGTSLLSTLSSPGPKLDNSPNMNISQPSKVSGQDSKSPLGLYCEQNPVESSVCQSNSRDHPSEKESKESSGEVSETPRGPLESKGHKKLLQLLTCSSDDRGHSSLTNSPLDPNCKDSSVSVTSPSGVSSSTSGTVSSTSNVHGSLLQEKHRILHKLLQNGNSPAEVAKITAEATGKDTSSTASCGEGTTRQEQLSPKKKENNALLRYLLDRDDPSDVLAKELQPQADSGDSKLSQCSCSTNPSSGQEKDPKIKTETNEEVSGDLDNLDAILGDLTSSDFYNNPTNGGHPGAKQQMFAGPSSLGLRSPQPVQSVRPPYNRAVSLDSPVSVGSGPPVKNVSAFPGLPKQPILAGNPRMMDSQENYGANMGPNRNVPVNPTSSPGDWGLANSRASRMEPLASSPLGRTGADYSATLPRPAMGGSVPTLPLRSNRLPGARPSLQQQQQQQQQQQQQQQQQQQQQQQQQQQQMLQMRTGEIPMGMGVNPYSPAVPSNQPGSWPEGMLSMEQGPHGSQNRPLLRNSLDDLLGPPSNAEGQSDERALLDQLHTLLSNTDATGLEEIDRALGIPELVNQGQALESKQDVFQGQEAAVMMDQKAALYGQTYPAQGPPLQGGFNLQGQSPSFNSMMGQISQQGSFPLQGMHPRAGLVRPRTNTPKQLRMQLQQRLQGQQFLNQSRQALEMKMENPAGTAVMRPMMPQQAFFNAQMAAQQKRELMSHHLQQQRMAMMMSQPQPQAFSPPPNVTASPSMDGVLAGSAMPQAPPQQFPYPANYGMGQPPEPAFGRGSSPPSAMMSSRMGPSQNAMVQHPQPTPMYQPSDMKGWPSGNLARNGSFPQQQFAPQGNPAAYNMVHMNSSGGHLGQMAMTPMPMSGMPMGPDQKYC
MEKK2wt PB1 HTS: raises or lowers MEK5 binding to wildtype human MEKK2 PB1 domain; Q9Y2U5; actives 1.1% (n = 290,000); AID 1531; bead flow cytometry, Alexa488-MEK5 binding to MEKK2 WT; actives lie on both sides; binding response (% of control), % at 10 µM; in the data active means binding response below about 67% or above about 130%
IDE cell inh: inhibitors of human insulin-degrading enzyme in cells; P14735; HEK cells, FAbetaB cleavage, fluorescence polarization; inhibition, % at 5.59 µM; actives 0.41% (n = 320,000); AID 434962;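 active means percent inhibition above the average of all tested compounds plus 3 SD, set per screening campaign, cut at about 16% in these data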;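 further: IDE supplied by intact live HEK cells; FP after avidin binding of uncleaved biotin substrate so inhibition keeps polarization high; 0% = DMSO wells and 100% = 60 µM reference IDE inhibitor Ii1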
PfM18AAP inh: blocks P. falciparum M18 aspartyl aminopeptidase | inhibition, % at 7.35 µM | actives 1.2% (n = 290,000) | recombinant PfM18AAP, H-Glu-NHMec fluorogenic cleavage | AID 1822;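 active means inhibition above the campaign mean inhibition over all tested compounds plus 3 SD, cut at about 28% in these data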;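 further: 0% = plate median of test compound wells and 100% = 2 mM ZnCl2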
UBC9 SUMO inh: inhibitors of human SUMOylation (UBC9). HTRF SUMOylation assay, SAE1/SAE2 + UBC9, in vitro. actives 0.36% (n = 290,000). inhibition, % at 35 µM; in the data active means inhibition above about 50%, passing the limit was not always enough; further: strong numbers were not always called active
MEKK3 PB1 HTS: raises or lowers MEK5 binding to the human MEKK3 PB1 domain; bead-based flow cytometry, Alexa488-MEK5 binding to MEKK3; actives lie on both sides; 0 = blocked by unlabeled MEK5, 100 = vehicle; binding response (% of control), % at 10 µM; actives 1.4% (n = 290,000);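 active means binding response more than 3 SD above or below the average of its plate-row segment, actives on both sides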;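 further: Alexa488 bead fluorescence after subtracting the streptavidin-only scavenger bead signal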
MEKK2mut PB1 HTS: signal of MEK5 binding to mutant human MEKK2 PB1 domain; actives 0.35% (n = 290,000); percent response, % at 10 µM; AID 1530; bead flow cytometry, Alexa488-MEK5 binding to MEKK2 mutant; in the data active means percent response above about 24%, passing the limit was not always enough; further: inactives centre near 1; some results filed as inactive read as strong as hits; reference of the scale not given here
NALP1 yeast inh: NALP1 inhibition. S. cerevisiae NALP1/ASC/caspase-1 growth, X-gal OD620, 72 h. inhibition, % at 10 µM. AID 2071. actives 0.61% (n = 280,000); in the data active means inhibition mostly above about 24%, no sharp cut-off; inactive means mostly below about 32%; further: some compounds called inactive have numbers as strong as hits
IDE cell activ: IDE (human) activation, cell-based; HEK cells, FAbeta-B cleavage, fluorescence polarization; 0% vehicle, 100% cell-free pure enzyme wells; P14735; activation, % at 5.96 µM; actives 0.073% (n = 340,000);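 active means activation above the mean of all tested compounds plus 3 SD, set per screening campaign, cut at about 17% in these data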
Active calls of the source: *; . = no result given; [ ] = remark or other dose.

SMILES	pCIP destab	MEKK2wt PB1 HTS	IDE cell inh	PfM18AAP inh	UBC9 SUMO inh	MEKK3 PB1 HTS	MEKK2mut PB1 HTS	NALP1 yeast inh	IDE cell activ
CC(=O)Nc1ccc(S(=O)(=O)NC2(C(F)(F)F)NC(=O)N(c3ccc(Cl)cc3)C2=O)cc1 (stereo not drawn)	8	99	-2	-2	11	97	3	10	1
COc1cc(NS(=O)(=O)c2ccc(NC(=S)NC(=O)/C=C/c3ccc(F)cc3)cc2)ncn1	-11	91	2	-2	7	98	-8	24	5
CCCCc1nc(Cl)c(CO)n1Cc1ccc(-c2ccccc2-c2nn[nH]n2)cc1	6	106	0	-4	0	101	7	-2	1
CC(C)(C)c1ccc(/C=N/Nc2ccc(C(=O)O)cc2)cc1	0	97	2	-6	2	98	-3	28	-3
COCCn1c(SCC(=O)Nc2ncc(Cl)c(C)c2Cl)nc2ccccc21	-3	102	6	1	6	98	1	12	-1
O=C(c1ccco1)N1CCCC(Nc2ccc3c(c2)OCCO3)C1 (stereo not drawn)	1	104	2	2	-2	104	5	12	1
COc1cc(OC)c(NC(=O)C2CCCO2)cc1Cl (stereo not drawn)	1	104	1	-1	15	104	0	20	3
CCOc1ccc(N2C(=O)C(c3ccccc3)=C(c3nc4ccccc4s3)C2NC(C)=O)cc1 (stereo not drawn)	-6	94	-2	0	-3	104	1	-6	2
N#CC/C(N)=N/NC(=O)CCCNc1ncc(C(F)(F)F)cc1Cl	-9	102	5	5	0	101	7	3	-5
O=C(O)C1CCN(c2ccc([N+](=O)[O-])cc2[N+](=O)[O-])CC1	-3	46*[inhibitor]	-2	-4	5	49*[inhibitor]	-11	.	1
FC(F)(F)c1cccc(N2CCC(N=CN3CCCCCC3)=N2)c1	-6	106	1	-1	-17	105	10	16	-2
CCC(=O)NNc1nc2c(Cl)cccc2s1	0	81	-4	33*	15	82	-15	9	3
CC(=O)Nc1cc2c(cc1NC(=O)c1cnccn1)OCCO2	3	111	3	-6	0	106	4	-3	2
CCOC(=O)c1c(-c2ccc(-c3ccccc3)cc2)csc1NC(=O)C1C2CCC(O2)C1C(=O)O (stereo not drawn)	5	99	3	-4	15	105	1	7	3
CCNC(=S)Nc1ccc(Cl)cc1	-10	97	-2	14	2	97	-1	22	-5
Nc1ccc(C(=O)C(=O)c2ccc(N)cc2)cc1	7	102	5	-2	16	98	4	23	4
COc1ccc(-n2cnnc2)cc1	-1	98	0	14	19	100	0	26	-6
COc1ccccc1-c1cc(C(=O)N/N=C/c2sccc2C)c2ccccc2n1	-4	98	5	-3	44	103	11	4	4
CCCOc1ccc(/C=N/NC(=O)c2ccc3c(c2)OCO3)c(OCCC)c1	3	89	2	3	-12	98	-6	15	2
CCC(=O)Nc1nc2ccc(NC(=O)COc3ccccc3)cc2s1	0	93	0	43*	3	98	-4	14	1

An excerpt from above in order of formula weight, smallest number first.
SMILES	pCIP destab	MEKK2wt PB1 HTS	IDE cell inh	PfM18AAP inh	UBC9 SUMO inh	MEKK3 PB1 HTS	MEKK2mut PB1 HTS	NALP1 yeast inh	IDE cell activ
CCNC(=S)Nc1ccc(Cl)cc1	-10	97	-2	14	2	97	-1	22	-5
CCC(=O)NNc1nc2c(Cl)cccc2s1	0	81	-4	33*	15	82	-15	9	3
FC(F)(F)c1cccc(N2CCC(N=CN3CCCCCC3)=N2)c1	-6	106	1	-1	-17	105	10	16	-2
N#CC/C(N)=N/NC(=O)CCCNc1ncc(C(F)(F)F)cc1Cl	-9	102	5	5	0	101	7	3	-5

Next section
SMILES	pCIP destab	MEKK2wt PB1 HTS	IDE cell inh	PfM18AAP inh	UBC9 SUMO inh	MEKK3 PB1 HTS	MEKK2mut PB1 HTS	NALP1 yeast inh	IDE cell activ
CC(=O)c1ccc(S(=O)(=O)Nc2ccc(-c3ccc4nnc(C)n4n3)cc2)cc1	-7	97	-5	4	11	102	-2	2	1
COc1cccc(OCc2ccc(Cl)cc2)c1C#N	-1	101	5	-10	-8	99	-5	.	-4
CCOC(=O)c1cc(C)n(-c2ccc(OC)c(OC)c2)c1C	-3	105	-2	9	13	103	-1	3	4
Cc1cccc(C(=O)N2CCC(N3CCC(C(=O)N4CCOCC4)CC3)CC2)c1	-1	98	-5	-3	7	101	2	11	0
COc1ccc(CC(NC(C)=O)C(=O)NC2CCN(C(=O)NCc3ccccc3)CC2)cc1OC (stereo not drawn)	1	101	0	-2	4	101	6	14	2
CC(Oc1ccc(Br)cc1)c1nc2c3ccccc3nc(=S)n2[nH]1 (stereo not drawn)	2	78	3	-2	-3	90	-12	-4	6
O=C(NCCc1ccccc1F)C1CCC(=O)N(CCCN2CCCC2=O)C1 (stereo not drawn)	-10	98	7	-4	-7	98	4	7	0
Cc1ccc(NC(=O)CN(C)CC(=O)Nc2cccc(F)c2)cc1[N+](=O)[O-]	-10	97	-1	-2	0	100	-2	-7	-2
COc1cc(CNc2ccc(N3CCCC3)cc2)ccc1OCc1ccccc1	3	107	-1	8	-6	89	5	37	0
C[N+]1(C)CC2=Cc3ccccc3CC2C1 (stereo not drawn)	4	93	1	-3	3	100	-6	8	8
CCOc1ccc(C(C#N)N2CCOCC2)cc1OC (stereo not drawn)	-1	2.0*[inhibitor]	-1	-8	-17	2.0*[inhibitor]	-21	6	3
COc1cccc(/C=N/N=C(\N)c2nonc2N)c1O	3	.	3	21	3	.	.	-26	2
Nc1nc2sc3c(c2c(=O)s1)CCCC3	3	99	-4	1	-3	97	-1	3	-5
CCOC(=O)N/N=C/c1ccc(N(CC)CC)cc1O	-1	105	-2	10	-20	105	1	47	2
COc1ccc(NC2CCCN(C(=O)C3(C)CCCCC3)C2)cc1 (stereo not drawn)	14	98	3	19	5	102	-1	20	6
O=C(Cc1cccs1)Nc1nc(-c2ccccc2)cs1	0	92	11	-3	-6	92	-4	4	-6
Cn1cc(-c2ccc(Cl)cc2)cc(C#N)c1=O	-10	105	2	0	23	103	5	-3	2
COc1ccc(CC(=O)Nc2nc3n(n2)C(c2ccccc2)CC(=O)N3)cc1OC (stereo not drawn)	-3	106	0	-4	3	103	4	6	2
COc1ccc(-n2nc3c(c2NC(=O)c2cc4ccccc4o2)CS(=O)(=O)C3)cc1	-14	105	2	6	-9	102	2	5	6
CCOC(=O)c1ccccc1NC(=O)CN(c1ccc(OCC)cc1)S(C)(=O)=O	-2	90	.	-7	-2	101	-11	4	.
COc1cc(OC)c(CN2CCCN(C)CC2)cc1Br	3	106	-3	-8	12	99	3	19	4
O=C(O)c1cccc(S(=O)(=O)Nc2ccc([N+](=O)[O-])cc2O)c1	2	95	1	0	-2	89	-11	-4	10
Cc1onc2c(=O)n(-c3ccccc3)nc(-c3ccccc3)c12	-10	100	9	7	13	101	1	-7	8
COc1ccc(C(=O)NN2CCOCC2)cc1[N+](=O)[O-]	-57	107	-4	-14	6	99	4	19	3
COc1ccc(CN(Cc2ccc(OC)cc2)S(=O)(=O)c2ccc(-n3cnnn3)c(C)c2)cc1	-33	102	4	-4	-10	105	-4	8	2
CCCC(=O)Nc1cc(C(=O)O)ccc1Sc1ccc(C)cc1	7	75	6	1	18	82	-14	-3	6
Cc1ccc(C)c(N2CCN(CCCNC(=O)CCn3c(=O)c4cccn4c4cccnc43)CC2)c1	0	109	-1	4	13	98	1	16	4
Cc1ccc(C(=O)N/C(=C\c2cn(S(=O)(=O)N(C)C)c3ccccc23)C(=O)NCCN2CCOCC2)cc1	-8	107	.	-3	-5	103	0	-50	1
CCCCn1c(N)c(S(=O)(=O)c2ccc(C)cc2)c2nc3ccccc3nc21	-5	91	-5	-10	-11	98	-2	31	6
C=C1CCN([C@@H](CC(C)C)C(=O)Nc2nc3ccc(Cl)cc3s2)S(=O)(=O)c2ccccc21	.	106	0	.	.	108	3	.	2
CCC(=O)Nc1nnc(SCC(=O)Nc2cccc(Cl)c2)s1	-5	101	-1	-1	-9	98	2	2	4
COc1ccc(NC(=O)Cn2nnc(C(N)=O)c2N)c(OC)c1	-2	102	2	-3	-7	100	1	-1	1
Cc1cccc(C)c1NC(=O)C1(N2CCN(C(=O)c3ccco3)CC2)CCCCC1	1	95	-1	11	9	91	-1	31	3
NS(=O)(=O)c1ccc(CCNC(=O)c2cc3ccccc3oc2=O)cc1	1	104	-6	-9	11	106	6	20	-2
O=C(Nc1ccc2c(c1)OCO2)c1cc(C2CC2)on1	-6	99	0	-5	8	100	4	37	8
Cc1ccc(SCC(=O)NCCC2=CCCCC2)cc1	-4	94	-2	0	-3	99	-1	28	5
CCc1cccc(C)c1NC(=O)C(c1ccc(O)cc1)N1CCC1=O (stereo not drawn)	-3	105	2	2	1	105	3	20	1
COc1ccc(COC(=O)N/N=C(\C)CC(=O)NCc2ccc(Cl)cc2)cc1	-5	93	-6	2	7	100	-2	38	2
O=C(NCc1ccc2c(c1)OCO2)c1cc(-c2cc(Cl)ccc2O)n[nH]1	-12	101	-4	-4	-2	106	0	4	1
O=c1oc(-c2ccccc2Cl)nc2ccsc12	-5	109	-4	17	7	109	4	-4	-4
O=C(O)CNC(=O)c1ccccc1NC(=O)c1ccco1	3	98	-2	-6	1	101	-1	8	4
COC(=O)c1cc(OC)c(OC)cc1NC(=O)c1ccccc1C	-5	99	-2	-14	9	103	-1	3	4
O=S(=O)(Nc1ccc(Cl)cc1)c1ccc2c(c1)CCO2	-13	103	0	0	-14	103	-1	-2	7
Cc1ccc(N=c2c([N+](=O)[O-])nn(-c3ccccc3)n2O)c(C)c1	-4	98	-5	-11	-1	96	3	17	6
CCN(CC(=O)NCc1cccs1)C(=O)C(c1ccccc1)c1ccccc1	-3	97	-1	-5	-4	101	-4	19	2
O=S(=O)(c1cccs1)N1CCN(C/C=C/c2ccccc2)CC1	-8	106	3	4	7	102	9	14	6
CC(C)CC(=O)NC(=S)Nc1ccc(Cl)cn1	-1	99	-2	7	-4	101	-2	8	1
Cc1noc(C(=O)NCC2CCCO2)c1Cl (stereo not drawn)	7	100	3	-7	-13	102	0	14	4
CC(=O)c1ccc(N(C(=O)CNC(=O)c2ccco2)C(C(=O)NC2CCCC2)c2cccnc2)cc1 (stereo not drawn)	11	101	-2	5	3	100	0	-2	4
O=C(CC1Sc2ccccc2NC1=O)OCC(=O)N1CCc2ccccc21 (stereo not drawn)	-5	97	0	6	-5	101	1	-2	3
Next part.
SMILES	pCIP destab	MEKK2wt PB1 HTS	IDE cell inh	PfM18AAP inh	UBC9 SUMO inh	MEKK3 PB1 HTS	MEKK2mut PB1 HTS	NALP1 yeast inh	IDE cell activ
CC(NS(=O)(=O)c1ccccc1)C(c1cccs1)N1CCOCC1 (stereo not drawn)	-18	100	2	-6	4	115	2	12	4
COC(=O)c1ccc(OC(=O)CN2C(=O)c3ccccc3C2=O)cc1	-12	105	3	-1	-9	103	5	10	4
O=S(=O)(/C=C/c1ccccc1)Nc1ccc2c(c1)OCO2	0	105	2	3	-15	104	2	.	-1
Cc1cccc(NS(=O)(=O)c2cc(NC(=O)CC(=O)c3ccc([N+](=O)[O-])cc3)ccc2C)c1	-13	96	.	-2	23	97	-6	7	.
O=C(Oc1cccc(C(=S)N2CCOCC2)c1)c1cccc(Cl)c1	-2	107	3	5	-10	106	7	23	1
COc1ccccc1CCc1nnc(CCC(=O)NCCCOc2cccnc2)o1	3	100	2	-4	-7	100	-2	13	5
O=C(Nc1ccc(F)c(F)c1)C1CCCN1S(=O)(=O)c1ccc(F)cc1 (stereo not drawn)	-4	102	-1	2	-1	103	0	9	-5
CCOC(=O)CC1C(=O)NCCN1C(=O)c1ccc(Cl)cc1Cl (stereo not drawn)	2	100	7	1	-5	96	0	12	-2
CCN(C(=O)CSc1nnc(Cc2cccc3ccccc23)n1N)C1CCS(=O)(=O)C1 (stereo not drawn)	5	99	7	0	-8	93	-2	8	4

Screens: PubChem BioAssay, several laboratories

The list is partial (hit frequency here may not be typical).
